Screening data deposited in PubChem BioAssay by National Center for Advancing Translational Sciences (NCATS).
IkB sig inh = inhibitors of IkB signaling in ABC-DLBCL cells; AID 445; Potency, µM (doses to about 57.1 µM), for the others: at the highest dose IkBa stabilization activation; ABC-DLBCL IkBa-CBG/CBR dual luciferase ratio, 4 h; response scale: scaled: untreated 0%, proteasome inhibitor 100%; actives 0.04% (n = 110,000); active means well fitted curve in the direction sought with a large enough effect in the signal ratio, not every such curve was filed as active; inconclusive means small, poorly fitted or top-dose-only effect, or a change in a side signal; the % refers to the signal ratio;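 further: the direction sought is a rising ratio; 0% = basal untreated cells and 100% = reference inhibitor full response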
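In this assay, an IκBα–CBG68 fusion accumulates when IKK-driven degradation is blocked; native CBR normalizes for cell number. OCI-Ly3 cells were treated 4 h with compound and doxycycline, then green and red light read after Chroma-Glo addition.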
Imprint erasure = genomic imprint erasure induction; mouse ES Peg3-LacZ reporter, beta-gal luminescence, 40 h; Potency, µM (series often up to 60.7 µM), inactives show at the top dose activity change, positive = activation, actives largely listed as activators; actives 0.02% (n = 110,000);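 further: 0% = negative control wells on the plate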
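Imprint erasure is scored as LacZ activity from the silenced maternal Peg3 allele in feeder-free female ES cells cultured 40 h with LIF. Luminescence is normalized to in-plate negative controls and fitted to the Hill equation.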
p53ts 39C tox = p53ts cell cytotoxicity, nonpermissive temperature; H1299-p53A138V viability at 39C, ATP luminescence, 24 h; Potency, µM (doses to about 46.1 µM), without a hit: at the top dose activity change, negative = cell killing, actives largely listed as cytotoxic; actives 1.5% (n = 130,000); AID 902; further: nearly all actives have a fitted effect of over 55% in size
p53ts 32C tox = p53ts cell cytotoxicity, permissive temperature | H1299-p53A138V at 32C, ATP luminescence viability, 24 h | Potency, µM (titrated, usually from 46.1 µM), for the others: at the highest dose activity change, negative = cytotoxicity, most hits filed as cytotoxic | actives 0.93% (n = 130,000);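 further: 0% = DMSO and -100% = full killing by reference compound; nearly all actives have a fitted effect of over 55% in size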
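H1299-p53 A138V cells (temperature-sensitive p53) exposed 24 h to up to 46 uM compound at 32C, where p53 is wild-type in conformation. Viability read as ATP luminescence and normalised to DMSO and 100 uM tamoxifen. AC50 fitted with the Hill equation.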
An asterisk follows results filed as active; u = inconclusive; x = not tested or not shown; & = joins results of further samples; [ ] = dose if it differs, or a comment. Unless noted, the call rests on the fitted dose curve; in most records, active means well fitted curve in the direction sought with a large enough effect; inconclusive means small, poorly fitted or top-dose-only effect, or another doubt; inactive means no such curve, though single readings can be large; an effect the other way counts as inactive or inconclusive. Unless noted, on the % scale 0 is the no-effect control and ±100 the full control effect; potency means the concentration at half of the fitted maximal effect.

SMILES	IkB sig inh	Imprint erasure	p53ts 39C tox	p53ts 32C tox
N#CC1=C(N)OC2=C(C(=O)CCC2)C1C1CC=CCC1 (configuration not stated)	7.3%	-3%	0%	5%
CCCn1nnc(NC(=O)COc2ccc(C3CCCCC3)cc2)n1	u	6%	-19%	-23%
O=C(NCc1ccccc1)c1cccc(N2CCCS2(=O)=O)c1	-2.9%	9%[10.9 µM]	-15%	-7%
CCCN(CCC)C(=O)Cn1nnc2sc(-c3ccccc3)cc2c1=O	1.2%	9%[10.9 µM]	-15%	8%
Nc1ncnc2c1ncn2C1OC(CO)C(O)C1O (configuration not stated)	x	6%&5%	0%&3%	18%&15%
N#C/C(C(=O)NCc1ccco1)=C1/SC=C(c2ccccc2)N1c1ccccc1	u	-26%	6%	49%[activator]
Cc1ccc(-n2c(=O)cc(N3CCN(C(=O)c4ccco4)CC3)[nH]c2=O)cc1	1.1%	-74%[inhibitor]	-12%	-8%
COc1cc(NC(=O)Cn2c(=O)n(Cc3ccccc3Cl)c(=O)c3cc(OC)c(OC)cc32)cc(OC)c1	-0.7%	8%[10.9 µM]	-21%	-4%
COc1ccc(S(=O)(=O)Nc2cc(C)cc(C)n2)c2ccccc12	-0.7%	8%	1%	18%
CCOC(=O)c1cnc2c(C(F)(F)F)cccc2c1Nc1cccc(C(=O)OC)c1	u	-13%[10.9 µM]	-15%	-11%
COC(=O)c1ccc(CN2C(=O)NC3(CCCc4ccccc43)C2=O)o1 (configuration not stated)	1.1%	-4%	-4%	0%
CCC(C(=O)NCCC(C)C)N(C(=O)Cn1nnc(-c2ccc(C)cc2)n1)c1cccc(O)c1 (configuration not stated)	u	2%[10.9 µM]	u	17%
O=C(Nc1nncs1)C1c2ccccc2Oc2ccccc21	4.2%	-5%	2%	-7%
CC(C)(C)c1ccc(NC(=O)CSc2nnc3scc(-c4ccccc4)n23)cc1	u	-19%[10.9 µM]	72%[activator]	51%[activator]
O=c1cc(N2CCc3ccccc32)[nH]c(=O)n1Cc1ccc(F)cc1	2.3%	-8%	-5%	0%
Cc1ccc2nc(N3CCN(C=O)CC3)nc(-c3ccccc3)c2c1	x	x	-7%	17%
O=C(Cc1ccccc1)NCCc1cn2ccsc2n1	2.2%	-16%	22%	-9%
CCC(=O)Nc1cc(C)c(NC(=O)c2ccco2)cn1	-0.4%	4%	8%	2%
COc1cccc(CNC(=O)Cn2ccc3cc(S(=O)(=O)N4CCC(C)CC4)ccc32)c1	u	7%[10.9 µM]	-10%	7%
CN(C)S(=O)(=O)c1ccc(C(=O)N(Cc2cccnc2)c2nc3c(F)cc(F)cc3s2)cc1	-1.3%	-8%[10.9 µM]	-15%	-6%

An excerpt taken from the entries so far:
SMILES	IkB sig inh	Imprint erasure	p53ts 39C tox	p53ts 32C tox
N#CC1=C(N)OC2=C(C(=O)CCC2)C1C1CC=CCC1 (configuration not stated)	7.3%	-3%	0%	5%
CCCn1nnc(NC(=O)COc2ccc(C3CCCCC3)cc2)n1	u	6%	-19%	-23%
O=C(NCc1ccccc1)c1cccc(N2CCCS2(=O)=O)c1	-2.9%	9%[10.9 µM]	-15%	-7%

Next section
SMILES	IkB sig inh	Imprint erasure	p53ts 39C tox	p53ts 32C tox
CCc1ccc(NC(=O)C2CCN(S(=O)(=O)c3cccc(-c4noc(C)n4)c3)CC2)cc1	-0.1%	13%[10.9 µM]	-7%	8%
COc1ccc(CCNC(=O)CCC(=O)N2CCN(S(=O)(=O)c3ccccc3)CC2)cc1OC	-0.1%	-1%	10%	-5%
CCOC(=O)c1ccccc1NC(=O)N(C(C)C)C1CCN(C(C)=O)CC1	2.6%	-10%[10.9 µM]	-13%	-1%
Cc1ccc(-n2nc3c(N4CCCC(C(=O)NCCc5ccccc5)C4)nnc(C)c3c2C)cc1 (configuration not stated)	u	-2%[10.9 µM]	-5%	2%
Cc1ccc(C(C)C)c(OCCCN2CC(C)OC(C)C2)c1 (configuration not stated)	0.4%	-15%	-3%	15%
CCOC(=O)c1ccc(NC(=O)C(=O)NCCc2ccc(OC)cc2)cc1	0.0%	5%[10.9 µM]	25%	-2%
O=S(=O)(c1cccc(Cl)c1)N1CCCC1	1.3%	-6%	2%	10%
O=C(CSc1ccc(-c2ccc(F)cc2)nn1)NCc1ccco1	x	x	3%	-4%
C=CCc1cccc(C2Nc3ccccc3C(=O)N2O)c1O (configuration not stated)	0.9%	-14%	-15%	-2%
CCOC(=O)c1c(NC(=O)CN2CCCCC2)sc2c1CCCC2O (configuration not stated)	u	-15%	1%	5%
COc1ccccc1C1NC(=O)c2n[nH]c(-c3cccs3)c21 (configuration not stated)	u	18%[10.9 µM]	12%	13%
c1ccc2c(-c3nc(-c4ccncc4)no3)cccc2c1	21%	-38%[inhibitor]	-17%	-1%
CC1CCN(C(=O)Cn2c(SCC(=O)Nc3nccs3)nc3ccccc32)CC1	0.9%	-13%	-10%	4%
O=C(Nc1ccc(N2CCOCC2)cc1)c1cnsn1	u	-80%[inhibitor]	5µM*	4µM*
CC(=O)c1ccc(OCC(O)CN2CCN(c3ccccn3)CC2)cc1 (configuration not stated)	0.8%	-7%	-1%	4%
O=c1ccc2cc(S(=O)(=O)Nc3ccc(F)cc3)ccc2o1	8.7%	-1%	6%	13%
COc1ccc(NC(=O)CSc2nnc(CNC(=O)COc3ccc(Cl)cc3)o2)c(OC)c1	1.5%	-5%	13%	36%[activator]
CCN1C(=O)CC(N2CCN(C(c3ccccc3)c3ccccc3)CC2)C1=O (configuration not stated)	0.5%	-31%[inhibitor]	15%	7%
COc1ccc(OC)c(C(c2nnnn2C2CCCC2)N2CCN(c3ccccc3)CC2)c1 (configuration not stated)	1.0%	-15%	4%	-8%
O=C(Cc1cccs1)N1CCCC(c2nc3c(nnn3Cc3ccc(F)cc3)c(=O)[nH]2)C1 (configuration not stated)	0.2%	x	-5%	4%
Cc1cc(C)c2c(=O)cc(C(=O)Nc3sc4c(c3C(=O)NCc3cccnc3)CCCC4)oc2c1	-0.9%	7%[10.9 µM]	-2%	9%
Cc1cccc(-n2ncc3c(N4CCc5ccccc54)ncnc32)c1	0.1%	1%	-5%	-5%
O=C(O)CCC(=O)N1CCN(c2cccc(Cl)c2)CC1	2.8%	-3%	2%	-1%
CCCS(=O)(=O)c1c(S(=O)(=O)CCC)c2cnccn2c1C(=O)c1ccc(CC)cc1	x	x	30%	0%
Cc1ccc(NC(=O)CSc2nnc(-c3nnn(-c4ccc(F)cc4)c3C)o2)cc1Br	u	-7%[10.9 µM]	6%	0%
COC(=O)c1ccc(CSc2nc3ccccc3c(=O)n2-c2cccc(OC)c2)o1	-0.6%	-23%	-7%	2%
CCCCOC(=O)Cn1c(=O)c2c(nc(Br)n2Cc2ccccc2)n(C)c1=O	3.0%	-3%	-6%	-7%
N#CC1=C(N)Oc2c(sc3ccccc23)C1c1ccco1 (configuration not stated)	1.6%	-28%	-15%	18%
O=C(NCC1CCCO1)c1c[nH]c2ccc(S(=O)(=O)Nc3ccc(F)cc3F)cc2c1=O (configuration not stated)	1.4%	-4%[10.9 µM]	24%	2%
Cc1ccc2[nH]c(=O)c(CN(Cc3cccnc3)Cc3nnnn3CCN3CCOCC3)cc2c1	1.1%	4%	-8%	1%
Cc1ccccc1-c1nc2cc(NC(=O)Cc3ccc(Cl)cc3)ccc2o1	5.9%	15%[10.9 µM]	u	u
COc1ccccc1N1CCN(C(=O)C(NS(=O)(=O)c2cccs2)c2ccccc2)CC1 (configuration not stated)	2.6%	-18%	-11%	-16%
CC(=O)N1CCc2cc(Br)cc(S(=O)(=O)N3CCN(c4cccc(C(F)(F)F)c4)CC3)c21	0.4%	-19%[10.9 µM]	-10%	-3%
O=C(O)CCCNC(=O)c1cncc(Br)c1	x	x	2%	2%
O=C(O)COc1ccc2nsnc2c1Cl	1.9%	1%	5%	-4%
Cc1csc(NC(=O)CCC(=O)N(CC(=O)NC2CCCC2)Cc2ccco2)n1	6.0%	-7%	-6%	-3%
Cc1ccc(C)c(CSc2nnc(C)n3c2cc2sccc23)c1	0.2%	-9%[10.9 µM]	-5%	-4%
O=C(CCCc1c[nH]c2ccccc12)N1CCN(c2ccc(N3CCOCC3)nn2)CC1	-2.5%	2%	0%	-3%
CCOC(=O)c1c(=O)n(O)c2ccc(C)cc2[n+]1[O-]	-1.8%	-13%	9%	5%
O=C(Oc1ccc2c(c1)CN(Cc1ccccc1)CO2)c1ccccc1	2.6%[11.4 µM]	-10%[10.9 µM]	2%[9.22 µM]	9%[9.22 µM]
Cc1ccc(S(=O)(=O)N2CCCC2C(=O)Nc2nccs2)cc1 (configuration not stated)	-2.7%	-12%	2%	4%
O=C(c1cccc(C(=O)N2CCc3ccccc32)n1)N1CCc2ccccc21	-0.5%	8%	1%	-11%
COc1ccc(C(=O)Nc2ccccc2-c2nnn(CC(=O)NCc3ccco3)n2)cc1	1.1%	-11%	-4%	-6%
CCN(C(=O)CSc1nnc(C)n2c1cc1occc12)c1ccccc1	8.6%	-16%[10.9 µM]	u	-7%
COc1ccc(-c2ccc(SCC(=O)NCc3ccco3)nn2)cc1OC	1.8%	-13%	u	-25%
CC(=O)Nc1cccc(NC(=O)c2oc3ccccc3c2C)c1	x	x	u	-28%

Structural class, those above with a furan ring, fused or not.
SMILES	IkB sig inh	Imprint erasure	p53ts 39C tox	p53ts 32C tox
N#C/C(C(=O)NCc1ccco1)=C1/SC=C(c2ccccc2)N1c1ccccc1	u	-26%	6%	49%[activator]
Cc1ccc(-n2c(=O)cc(N3CCN(C(=O)c4ccco4)CC3)[nH]c2=O)cc1	1.1%	-74%[inhibitor]	-12%	-8%
COC(=O)c1ccc(CN2C(=O)NC3(CCCc4ccccc43)C2=O)o1 (configuration not stated)	1.1%	-4%	-4%	0%
CCC(=O)Nc1cc(C)c(NC(=O)c2ccco2)cn1	-0.4%	4%	8%	2%
O=C(CSc1ccc(-c2ccc(F)cc2)nn1)NCc1ccco1	x	x	3%	-4%
COC(=O)c1ccc(CSc2nc3ccccc3c(=O)n2-c2cccc(OC)c2)o1	-0.6%	-23%	-7%	2%
N#CC1=C(N)Oc2c(sc3ccccc23)C1c1ccco1 (configuration not stated)	1.6%	-28%	-15%	18%
Cc1csc(NC(=O)CCC(=O)N(CC(=O)NC2CCCC2)Cc2ccco2)n1	6.0%	-7%	-6%	-3%
COc1ccc(C(=O)Nc2ccccc2-c2nnn(CC(=O)NCc3ccco3)n2)cc1	1.1%	-11%	-4%	-6%
CCN(C(=O)CSc1nnc(C)n2c1cc1occc12)c1ccccc1	8.6%	-16%[10.9 µM]	u	-7%
COc1ccc(-c2ccc(SCC(=O)NCc3ccco3)nn2)cc1OC	1.8%	-13%	u	-25%
CC(=O)Nc1cccc(NC(=O)c2oc3ccccc3c2C)c1	x	x	u	-28%
